OX1R antag: antagonists of human orexin 1 receptor (OX1R); OX1R-expressing cells, FRET antagonist read-out; 1.8% of 330,000 active; Orexin/Hypocretin receptor type 1 (Homo sapiens), O43613; inhibition, % at 6.6 µM; in the data active = inhibition mostly above about 38%, no sharp cut-off; inactive = mostly below about 40%;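 also: 0% = agonist challenge alone and 100% = reference antagonist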
KCNQ2 inh: KCNQ2 potassium channel inhibitors, primary screen, cell-based, CHO-K1, FluxOR thallium flux, B-score (AID 2156); 20 min; hits give low values; B-score at 10 µM; 1.1% of 310,000 active;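 active = fluorescence ratio B-score at most minus 3 library SDs, with starting brightness B-score within 2 library SDs, cut at about -5.5 in these data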
Target sequence (O88943 whole entry, looked up): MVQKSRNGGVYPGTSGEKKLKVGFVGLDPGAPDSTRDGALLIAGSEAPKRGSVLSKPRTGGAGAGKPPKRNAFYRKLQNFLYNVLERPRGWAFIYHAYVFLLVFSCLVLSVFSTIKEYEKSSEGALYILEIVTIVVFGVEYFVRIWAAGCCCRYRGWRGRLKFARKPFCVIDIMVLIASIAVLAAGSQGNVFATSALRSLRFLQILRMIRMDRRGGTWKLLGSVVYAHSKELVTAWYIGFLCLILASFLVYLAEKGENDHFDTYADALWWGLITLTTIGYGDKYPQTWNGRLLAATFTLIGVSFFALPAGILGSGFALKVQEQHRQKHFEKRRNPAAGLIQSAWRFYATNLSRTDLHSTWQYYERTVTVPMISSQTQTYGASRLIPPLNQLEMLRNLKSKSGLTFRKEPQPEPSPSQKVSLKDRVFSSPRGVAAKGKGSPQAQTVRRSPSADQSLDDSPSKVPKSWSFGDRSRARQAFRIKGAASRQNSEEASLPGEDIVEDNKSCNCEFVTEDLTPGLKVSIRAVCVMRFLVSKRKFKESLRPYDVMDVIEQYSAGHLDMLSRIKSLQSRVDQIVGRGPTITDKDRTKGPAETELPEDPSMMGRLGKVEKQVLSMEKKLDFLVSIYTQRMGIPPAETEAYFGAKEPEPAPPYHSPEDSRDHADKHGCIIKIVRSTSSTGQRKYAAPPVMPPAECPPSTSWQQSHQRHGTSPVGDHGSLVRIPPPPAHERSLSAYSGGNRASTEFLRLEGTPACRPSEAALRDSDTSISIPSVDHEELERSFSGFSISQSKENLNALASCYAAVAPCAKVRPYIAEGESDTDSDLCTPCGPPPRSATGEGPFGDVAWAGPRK
STK33 kinase inh: inhibitors of purified STK33 kinase, primary screen, biochemical, ADP-Glo luminescence, homogeneous, cell-free; MBP phosphorylation; inhibition, % at 10 µM; 0.073% of 320,000 active; AID 2661, 2010;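 active = inhibition at or above 25%, using the most active replicate where run in duplicate; inactive = inhibition below 25%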
* marks the source's active call; other numbers are inactive results; i = inactive; . = no result given. This is a random part of the collection, and some 2.7% of all compounds hit somewhere here.

Order of results – OX1R antag, KCNQ2 inh, STK33 kinase inh
(1) C/C=C/C(=O)Nc1cccc(C2=NOC3(C2)C[C@@H](C(N)=O)N(C(=O)C(c2ccccc2)c2ccccc2)C3)c1 (stereo not given in full)
 : 13, i, -1.1
(2) COc1ccc(S(=O)(=O)N/N=C(/C)c2ccco2)cc1
 : 23, i, 2.5
(3) Cc1ccc(S(=O)(=O)c2nnn3c2nc(N2CCN(c4ccccn4)CC2)c2ccccc23)cc1C
 : 11, i, -1.0
(4) CCSc1nnc(-c2cccs2)o1
 : 10, i, -0.7
(5) Cc1ccc(S(=O)(=O)Nc2cccc3c2O[C@@H](CN(C)C(=O)Nc2ccc4c(c2)OCO4)[C@H](C)CN([C@@H](C)CO)C3=O)cc1
 : 11, ., -0.7
(6) COc1ccc2oc(=N)c(C(=O)Nc3ccc(C)cc3)cc2c1
 : ., i, -1.4
(7) O=C(OCc1cccc(F)c1)c1ccc2c(=O)n3c(nc2c1)CCC3
 : 32, i, -0.1
(8) O=C(CCCNS(=O)(=O)c1cccs1)N1CCc2ccccc2C1
 : 11, i, -3.9
(9) Nc1nc(C(=O)N2CCOCC2)nn1S(=O)(=O)c1ccc(Cl)cc1
 : 13, i, -0.3
(10) CC(C)C(=O)Nc1ncc2c(n1)CC(c1cccs1)CC2=O (stereo not given)
 : 22, i, -0.5
(11) COc1ccccc1C(=O)NNC(=O)c1csc(N2CCOCC2)n1
 : 4, i, -1.9
(12) O=C(NNC(=O)c1ccccc1-c1ccccc1C(=O)O)c1cccc([N+](=O)[O-])c1
 : 38, i, -4.3
(13) COC(=O)[C@@H](Cc1c[nH]c2ccccc12)NC(=O)CCC(=O)c1ccc(Br)cc1
 : 13, i, -0.9
(14) CC1CCCC(C)N1C(=O)COC(=O)c1cccs1 (stereo not given)
 : 6, ., -0.8
(15) O=Cc1cc([N+](=O)[O-])ccc1N1CCOCC1
 : 55, i, 0.2
(16) O=C(CSc1n[nH]c(-c2ccncc2)n1)Nc1ccccc1Cl
 : 25, i, .
(17) COc1cccc(C(c2sc3ncnn3c2O)N2CCc3ccccc3C2)c1 (stereo not given)
 : 12, i, 0.4
(18) O=C(COc1cccc(C(F)(F)F)c1)NNC(=O)c1ccc(=O)[nH]c1
 : 3, ., -1.5
(19) COc1cccc(CNC(=O)C2CCCN(S(C)(=O)=O)C2)c1 (stereo not given)
 : 6, i, -0.6
(20) COc1ccc(C(=N/O)/C(=N/O)c2ccc(OC)cc2)cc1
 : 6, i, -3.1
(21) COc1cc(-c2n[nH]c(=S)n2Cc2ccccc2)cc(OC)c1OC
 : ., i, 0.2
(22) Cn1c(C=O)c(C#CC(C)(C)O)c2ccccc21
 : -1, ., 0.0
(23) Cc1ccnc2nc(C(=O)OCC(=O)N(Cc3ccccc3)C(C)(C)C)nn12
 : 3, ., -0.4
(24) CN(C)c1ccc(C2CC(=O)NC3=C2C(=O)CC(C)(C)C3)cc1 (stereo not given)
 : -2, i, -1.3
(25) O=C(c1ccc(N2CCN(CCO)CC2)nc1)N1CCOCC1
 : 14, i, 0.5
(26) CCCCN(CCCC)C(=O)c1cc(Cl)ccc1[N+](=O)[O-]
 : 36, i, 0.1
(27) COCCN(CCOC)C(=O)c1ccc(NS(=O)(=O)c2ccc3c(c2)OCCO3)cc1
 : -1, i, -1.2
(28) COc1ccc(CC(=O)Nc2ccc(S(=O)(=O)Nc3cc(OC)nc(OC)n3)cc2)cc1
 : 15, i, -0.7
(29) N/C(=N\OC(=O)c1ccc(Cl)cc1[N+](=O)[O-])c1ccccn1
 : 24, i, -0.3
(30) Cn1c(=O)c([N+](=O)[O-])c(NCc2ccc3c(c2)OCO3)c2ccccc21
 : 5, i, 0.1

The final 4 records of the part above are carried over, then new ones follow:
Order of results – OX1R antag, KCNQ2 inh, STK33 kinase inh
(27) COCCN(CCOC)C(=O)c1ccc(NS(=O)(=O)c2ccc3c(c2)OCCO3)cc1
 : -1, i, -1.2
(28) COc1ccc(CC(=O)Nc2ccc(S(=O)(=O)Nc3cc(OC)nc(OC)n3)cc2)cc1
 : 15, i, -0.7
(29) N/C(=N\OC(=O)c1ccc(Cl)cc1[N+](=O)[O-])c1ccccn1
 : 24, i, -0.3
(30) Cn1c(=O)c([N+](=O)[O-])c(NCc2ccc3c(c2)OCO3)c2ccccc21
 : 5, i, 0.1
(31) CC(Sc1nc(N)cc(N)n1)C(=O)Nc1ccc(N2CCOCC2)cc1 (stereo not given)
 : 11, ., 0.5
(32) O=c1c(Br)c(N2CCCCC2)cnn1-c1ccccc1
 : 33, i, -1.5
(33) COC(CC(=O)NNC(=S)Nc1ccc(Cl)cc1)OC
 : 6, i, -1.5
(34) COC(=O)C1(C(=O)OC)NOC2C(=O)N(N(C)c3ncc(C(F)(F)F)cc3Cl)C(=O)C21 (stereo not given)
 : 34, i, -2.7
(35) S=c1[nH]nc(-c2ccncc2)n1/N=C/C=C/c1ccccc1
 : 21, i, 0.2
(36) O=C(N/N=C1\CCCc2ccccc21)c1ccc([N+](=O)[O-])cc1Cl
 : 27, i, 1.0
(37) CCC(C(=O)OCCN(CC)CC)c1ccccc1 (stereo not given)
 : 14, i, -3.1
(38) CCN(CC(=O)Nc1ccc(NC(C)=O)cc1)C(=O)/C=C/c1cn(-c2ccccc2)nc1-c1ccc(C)cc1
 : 19, i, -0.4
(39) Cc1nn(CC(=O)N2CCCC2)c(=O)c2cc3cc(F)ccc3n12
 : 17, i, 0.6
(40) C=CCN(c1ccccc1)S(=O)(=O)c1cccc(C(=O)NCc2ccco2)c1
 : 20, ., -0.4
(41) O=C(COC(=O)/C=C/c1ccco1)Nc1ccccc1
 : 15, i, -0.9
(42) Cc1cc(C(=O)CN2C(=O)C(=O)N(C3CCCC3)C2=O)c(C)n1-c1ccc(F)cc1
 : 13, i, -0.1
(43) CS(=O)(=O)N(CC(=O)NCc1ccc2c(c1)OCO2)c1ccccc1
 : 17, i, -1.6
(44) Cc1ccc2c(CN(C)Cc3ccc(OC(F)F)cc3)cc(=O)oc2c1C
 : 29, i, -1.3
(45) O=C(N/N=C/c1ccco1)c1cccc(NC(=O)c2cccc(Cl)c2)c1
 : 19, i, 0.7
(46) OC(COCC1COc2ccccc2O1)CN1CCCCC1 (stereo not given)
 : 11, i, 0.6
(47) O=C(c1cc(-c2cccc(Cl)c2)nc2ccccc12)N1CCN(c2ccccn2)CC1
 : 32, i, -0.7
(48) COC(=O)C1=C(C)N(Cc2ccccc2)C(=O)/C1=C\c1ccco1
 : 10, -5.7*, -2.3
(49) C/C(CC(=O)Nc1ccccc1Br)=N\NC(=O)C(=O)N1CCCC1
 : 15, i, -1.9
(50) O=C(Nc1nc2c(s1)CCc1ccccc1-2)c1ccco1
 : 22, i, 1.6
(51) Cc1nc2ccc(S(=O)(=O)NCC(=O)N3CCC(C)CC3)cc2s1
 : 18, i, -0.2
(52) Cc1cc(SCC(=O)N(C)C2CCS(=O)(=O)C2)nc2c(C)cccc12 (stereo not given)
 : 5, i, 1.4
(53) CC(=O)Nc1ccc(NC(=S)NC(=O)c2cc3ccccc3o2)cc1
 : 7, i, 0.5
(54) O=C(Nc1ccc(Oc2cccc(C(F)(F)F)c2)nc1)c1ccccc1
 : 7, i, 0.5
(55) CC(C(=O)N1CCCC1)N1CCN(S(=O)(=O)c2ccccc2)CC1 (stereo not given)
 : 2, ., -3.2
(56) Cc1ccc(C)c(OCCCC(=O)Nc2ccccc2C(N)=O)c1
 : 11, i, -1.0
(57) C/C=C(/C)C(=O)O[C@@H]1c2c(ccc3ccc(=O)oc23)O[C@@H]1C(C)(C)OC(C)=O
 : 19, i, -0.5
(58) CC(C)c1nc2ccc(Br)cn2c1NC1CCCC1
 : 26, i, 1.5
(59) O=C(Nc1ccccc1)c1ccc(S(=O)(=O)NCc2cccnc2)cc1
 : 22, i, 0.9
(60) CC1(C)CC2(CCO1)OC(=O)CC2C(=O)Nc1cccc2ccccc12 (stereo not given)
 : 11, i, -0.7

The listing continues.
Order of results – OX1R antag, KCNQ2 inh, STK33 kinase inh
(61) CC1CCN(CCC(=O)Nc2nccs2)CC1
 : -1, i, -0.3
(62) COc1cc(/C=C2\SC(=S)N(NC(=O)c3ccccc3OC)C2=O)ccc1O
 : ., i, 1.6
(63) COc1ccc(CCNC(=O)c2ccc(CS(=O)(=O)Cc3cccc(C)c3)o2)cc1OC
 : 3, i, -1.0
(64) Cn1c(SCc2ccccc2C#N)nc2ccccc2c1=O
 : 37, i, 5.1
(65) CCc1cc2cc(OC)ccc2nc1SCC(=O)Nc1cc(OC)c(OC)cc1C(=O)O
 : 50, i, 0.1
(66) COc1ccc(S(=O)(=O)N2CCCC(C(=O)NCc3ccccn3)C2)cc1Cl (stereo not given)
 : 10, i, -0.8
(67) C/C(=N\NC(=O)C1CC1(C)c1ccccc1)c1ccco1 (stereo not given)
 : 8, i, -0.5
(68) CCCCCCCNC(=O)CC(NS(=O)(=O)c1ccc(NC(C)=O)cc1)C(C)C (stereo not given)
 : 11, i, -1.8
(69) CC(=O)Nc1ccc2nc(NC(=O)COc3ccccc3)sc2c1
 : 10, i, -0.1
(70) Cn1nnnc1SCC(=O)Nc1ccccc1-c1ccccc1
 : 10, i, -0.5
(71) Cc1c(Cl)cccc1NC(=O)CNc1cccc(C(F)(F)F)c1
 : 13, -6*, 0.0
(72) N#C/C(=C/c1ccc2c(c1)OCO2)C(=O)Nc1ccc(O)cc1
 : 20, i, -0.2
(73) CCOc1cc(C#N)c(NC(=O)c2ccnn2C)cc1OCC
 : 10, i, 0.9
(74) CCOC(=O)C1=C(C)N=c2s/c(=C/c3cccc(OCC(=O)O)c3)c(=O)n2C1c1ccc(F)cc1 (stereo not given)
 : -9, i, -3.0
(75) Cc1ccc2nc(Cl)c(CN(Cc3cccs3)C(=O)C3CC3)cc2c1
 : 17, i, 0.9
(76) CCCNC(=O)C(Cc1cccc(Cl)c1)NC(=O)c1ccc(C#N)cc1 (stereo not given)
 : 1, ., -0.8
(77) N#Cc1c2n(c3c(=O)[nH]cnc13)CCCC2
 : 2, i, 1.7
(78) CCOC(=O)C1CCCN(C(=O)c2cnn3c(C(F)F)cc(-c4ccc(C)cc4)nc23)C1 (stereo not given)
 : 5, i, 0.4
(79) CC1=C(C(=O)Nc2ccccn2)C(c2ccc(Br)cc2)n2ncnc2N1 (stereo not given)
 : 21, i, 1.4
(80) C/C=C/c1ccc(OCCn2nnc3ccccc32)c(OC)c1
 : 28, i, 0.0
(81) O=C(O)c1ccc2nc(C(F)(F)F)[nH]c2c1
 : 7, ., 0.8
(82) CSc1ncccc1C(=O)OCC(=O)Nc1ccc(C)c(S(=O)(=O)N2CCOCC2)c1
 : 7, ., -1.4
(83) COC(=O)c1ccccc1NC(=O)CSc1nnc(-c2cccc(NC(C)=O)c2)n1C
 : 46, i, -0.6
(84) Cc1c(C(N)=O)c(-c2ccccc2)nn1-c1ccccc1
 : 2, i, -1.2
(85) c1ccc(-c2nnc(SCc3nc4ccccc4[nH]3)o2)cc1
 : 17, i, -1.0
(86) CCCCSCCCNC(=O)Nc1cccc(OC)c1
 : 30, i, 0.6
(87) CCNc1cc(Nc2c(C)n(C)n(-c3ccccc3)c2=O)c([N+](=O)[O-])c2nonc12
 : 39, i, -0.5
(88) CCN1C(=O)CC(NC2CCN(C(=O)c3ccc(F)cc3)CC2)C1=O (stereo not given)
 : 13, i, -1.0
(89) COc1cc(NC(=S)N2CCCC(C)C2)cc(OC)c1OC (stereo not given)
 : 4, i, -1.2
(90) CCOC(=O)c1cnc(C(C)(C)C)[nH]c1=O
 : 23, i, -0.3

More entries
Order of results – OX1R antag, KCNQ2 inh, STK33 kinase inh
(91) CC1(C)CC(=O)C=C(N2CCNCC2)C1
 : 10, i, -4.8
(92) Cc1csc2ncnc(N3CCN(C(=S)Nc4ccc(C(F)(F)F)cc4)CC3)c12
 : 45, i, -0.2
(93) Cc1ccc(C2CC2C(=O)NNC(=S)Nc2ccc(Cl)cc2)cc1 (stereo not given)
 : 1, i, -0.1
(94) CCCCNC(=S)N1CCC(Cc2ccccc2)CC1
 : 12, i, -0.9
(95) CC(Nc1nc(-c2ccc(Cl)cc2)cs1)c1nc2cc(Cl)c(N3CCCCC3)cc2n1CCOCCO (stereo not given)
 : 27, i, -1.6
(96) O=C(NNC(=O)c1ccccc1O)c1ccc(-c2ccc([N+](=O)[O-])cc2)o1
 : 55*, i, -0.4
(97) O=S(=O)(c1ccc(Cl)s1)N1CCN(CCc2ccccc2)CC1
 : -8, i, -1.0
(98) COc1cccc(N2C(=O)C3CCCN3C2=S)c1 (stereo not given)
 : -4, i, 0.8
(99) CCCn1c(SCC(=O)c2ccc3c(c2)OCCO3)nnc1C(C)C
 : 17, i, -2.0
(100) CC(=O)N1CCc2cc(S(=O)(=O)CCC(=O)Nc3cccc(F)c3)ccc21
 : 9, i, -1.1
(101) CN(C(=O)CCc1nc(-c2ccccc2F)no1)c1ccccc1
 : 1, i, -4.2
(102) CCOC(=O)CC(NC(=O)c1ccco1)c1ccccc1Cl (stereo not given)
 : 25, i, 0.5
(103) O=[n+]1cc(-c2cc3ccccc3o2)n([O-])c2c1CCCC2
 : 89*, i, -0.8
(104) O=C(CCSc1nnnn1-c1ccccc1)N1CCOCC1
 : 8, i, -0.2
(105) COc1cc(C2=NOC(C(=O)NCc3cccnc3)C2)cc(OC)c1OC (stereo not given)
 : 4, i, -1.6

Profiles from above.
Profile of `CCCn1c(SCC(=O)c2ccc3c(c2)OCCO3)nnc1C(C)C` → OX1R antag: 17; KCNQ2 inh: i; STK33 kinase inh: -2.0
Profile of `O=[n+]1cc(-c2cc3ccccc3o2)n([O-])c2c1CCCC2` → OX1R antag: 89*; KCNQ2 inh: i; STK33 kinase inh: -0.8
Profile of `CN(C(=O)CCc1nc(-c2ccccc2F)no1)c1ccccc1` → OX1R antag: 1; KCNQ2 inh: i; STK33 kinase inh: -4.2
